# ERAP1 HTS inh: blocks human ERAP1 aminopeptidase activity. recombinant ERAP1, Leu-AMC fluorescence, 60 min. inhibition, % at 10.7 µM. 340,000 tested, 0.15% active;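 active = mean replicate inhibition of at least 30%, or all replicates individually reaching that 30% level; inactive = mean below 30% and not every replicate reaching it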;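 also: 0% = neutral control wells and 100% = L-leucinethiol positive control wells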
# Cneo AK release: causes C. neoformans cell lysis | lysis activity, % at 15 µM | 360,000 tested, 0.2% active | adenylate kinase release luminescence, 4 h; normalised: neutral wells 0, clomiphene wells 100;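 active = mean lysis activity across replicates of at least 80%, whatever share of replicates individually reach that level; inactive = mean lysis activity below 80%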
#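 Signal: Adenylate kinase release luminescence | Assay system: Log-phase Cryptococcus neoformans yeast cells | Input: Cells at 5 × 10^6 per mL | Buffer or medium: Fresh YPD growth medium | Compound: Single dose | Schedule: Static 4 h at 37 °C with compound, 1 h detection | Controls: Clomiphene | Read-out: Luminescence rise reflecting yeast cell lysis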
# miR122 inh: blocks miR-122 activity in Huh7 sensor cells | Huh7 miR-122 Renilla luciferase sensor, 48 h; neutral wells = 0, positive control = 100 | activation (reporter increase), % at 12.5 µM | 340,000 tested, 0.3% active | AID 602342;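 active = mean replicate activation score at least 90 and every replicate individually at or above 90; inconclusive = only one of the two criteria met; inactive = neither criterion met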;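 also: higher luciferase means less miR-122 activity so hits act as miR-122 inhibitors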
# PGC1a acetyl inh: lowers PGC1a acetylation signal in U2OS cells. AlphaScreen anti-acetyl-lysine; with virally co-expressed GCN5 acetyltransferase. inhibition, % at 15.6 µM. 350,000 tested, 0.17% active. AID 651687;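 active = every replicate shows inhibition of at least 40%; inconclusive = mean inhibition at least 40% but some replicate below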;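 also: 0% = neutral control wells and 100% = positive control wells; some results beyond the cut were filed as inactive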
# PglD inh: inhibitors of Campylobacter jejuni PglD acetyltransferase; AID 602405; purified PglD enzyme, DTNB colorimetric CoA detection; inhibition, % at 12.5 µM; 360,000 tested, 0.098% active; in the data active = inhibition above about 16%, passing the limit was not always enough; inconclusive = no clear call, values can overlap the other calls; also: strong numbers were not always called active
# E-selectin induc: E-selectin induction on HUVECs; P16581; activation, % at 7.58 µM; 260,000 tested, 0.37% active; HUVEC E-selectin immunofluorescence imaging; normalized: neutral wells 0, TNF-alpha wells 100; AID 686992;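 active = mean E-selectin-positive cell signal at least 10% of the positive control, reached in at least 60% of replicates, without over 20% cell loss; inconclusive = no rule given, readout overlaps actives, possibly toxicity-flagged; inactive = the rest, including those meeting only one limit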;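 also: in these data hits start at about 27%; measured in HUVEC primary endothelial cells; signal is the percent of cells scored E-selectin positive by PE staining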
#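 Assay system: HUVEC primary endothelial cells. Input: 3,000 HUVEC seeded per well. Doses: one compound dose added by pin transfer. Read-out basis: % PE-positive cells. Benchmarks: TNF-alpha high, DMSO low. Detection: immunofluorescence imaging. Buffer or medium: EGM-2, gelatin.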
# RAD54 inh: RAD54 (human) branch migration inhibition; inhibition, % at 10.4 µM; RAD54 Holliday junction branch migration, FAM/BHQ fluorescence; AID 602329; 360,000 tested, 0.14% active; Q92698;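 active = mean normalized replicate activity at least 40 and at least half of replicates scoring 40 or more; inconclusive = only one of the two criteria met; inactive = mean below 40 and under half of replicates reaching 40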;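 also: 0% = median of neutral control wells and 100% = median of positive control wells; inhibitors cause a drop in the FAM fluorescence signal; in these data hits start at about 50%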
# Target sequence (Q92698 whole entry, looked up): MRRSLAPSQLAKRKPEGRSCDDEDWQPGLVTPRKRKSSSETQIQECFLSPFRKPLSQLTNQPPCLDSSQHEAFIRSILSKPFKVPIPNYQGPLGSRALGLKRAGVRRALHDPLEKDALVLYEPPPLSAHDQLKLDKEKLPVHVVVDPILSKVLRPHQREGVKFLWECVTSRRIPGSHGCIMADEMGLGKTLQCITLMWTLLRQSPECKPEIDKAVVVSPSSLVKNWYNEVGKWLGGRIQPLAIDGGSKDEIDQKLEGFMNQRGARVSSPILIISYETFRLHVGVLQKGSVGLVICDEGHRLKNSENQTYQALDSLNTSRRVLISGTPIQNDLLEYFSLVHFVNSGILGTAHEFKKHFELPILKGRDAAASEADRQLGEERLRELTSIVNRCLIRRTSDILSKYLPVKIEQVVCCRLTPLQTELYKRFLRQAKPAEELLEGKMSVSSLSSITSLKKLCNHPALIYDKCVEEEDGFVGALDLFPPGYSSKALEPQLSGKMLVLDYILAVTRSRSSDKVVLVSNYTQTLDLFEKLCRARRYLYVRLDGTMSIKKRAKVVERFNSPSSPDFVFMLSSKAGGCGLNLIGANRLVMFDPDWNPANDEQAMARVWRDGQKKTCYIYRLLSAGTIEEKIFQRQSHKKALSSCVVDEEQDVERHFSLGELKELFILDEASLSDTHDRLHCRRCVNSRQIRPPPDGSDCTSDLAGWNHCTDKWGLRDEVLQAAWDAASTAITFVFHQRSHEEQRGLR
# RAD52 anneal inh: blocks human RAD52 DNA annealing. P43351. 360,000 tested, 0.46% active. AID 651710. recombinant RAD52 DNA annealing, FRET fluorescence. inhibition, % at 18.7 µM;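 active = every replicate showing at least 50% inhibition; inconclusive = mean inhibition at least 50% but not in every replicate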
# The depositor's hits bear a star; ? = inconclusive; · = no result given; [ ] = dose if it differs, or a comment.
SMILES,ERAP1 HTS inh,Cneo AK release,miR122 inh,PGC1a acetyl inh,PglD inh,E-selectin induc,RAD54 inh,RAD52 anneal inh
CCN(C[C@H]1N[C@@](Cc2ccccc2)(C(=O)OC)[C@H]2C(=O)N(C)C(=O)[C@@H]12)C(=O)Nc1ccc(F)cc1,-5,0,-1,-2,0,·,-8,-1
C[C@H](CO)N1C[C@H](C)[C@H](CN(C)Cc2ccncc2)OCCCC[C@H](C)Oc2ccc(NS(=O)(=O)c3ccc(F)cc3)cc2C1=O,0,-2,12[16.7 µM],-5,3,-0.3,-5,5
Cc1cccc(S(=O)(=O)N2CCCCN3[C@@H](CO)[C@H](c4ccc(-c5ccccc5)cc4)[C@@H]3C2)c1,-3,0,11[16.7 µM],-14,-1,·,2,68*
COc1ccc(CS(=O)c2nc(C)cc(C)c2S(C)(=O)=O)cc1 (configuration not stated),-4,0,-3,-3,-10,·,2,-14
CC(C)Nc1ncnc2c1cnn2-c1ccccc1,2,-7,-6,19,-4,0.1,-11,-1
N#C[C@H]1[C@H](c2ccc(-c3ccccc3F)cc2)[C@@H](CO)N1C(=O)C1CCOCC1,-2,-1,·,-1,-1,0.1,-7,-35
CCC(=O)Nc1ccc2c(c1)OC[C@H](C)N(C(=O)CN(C)C)C[C@H](C)[C@H](OC)CN(C)C2=O,3,-2,-3[16.7 µM],-13,1,-0.3,-16,-5
CC(C)N1CCC(N2CCN(CCCn3cccn3)CC2CCO)CC1 (configuration not stated),1,-1,1,-2,3,1.8,0,-18
NC(=O)Cn1nc(-c2ccccc2)nc1-c1ccccc1,5,·,·,-7,·,0.0,·,-3
CCC(=O)Oc1ccc2c(C)cc(=O)oc2c1C(=O)CC,-3,-3,-8,4,0,1.7,15,-15
O=C(C[C@H]1CC[C@H](NC(=O)c2cccnc2)[C@@H](CO)O1)NCc1ccncn1,4,-1,·,1,0,0.9,2,-5
CCOc1ccc(C(=O)c2cc([N+](=O)[O-])ccc2Cl)cc1,·,-2,-1,-14,-12,·,0,·
CCOc1ccc(C(=O)Nc2cccc(C(=O)O)c2C)cc1Cl,-13,·,-5,·,·,5.9,·,-8
COc1ccc(NC(=O)N2CCCCN3[C@H](CO)[C@H](c4ccc(C5=CCCCC5)cc4)[C@@H]3C2)cc1,0,-1,-10[16.7 µM],4,-5,-0.4,7,44
Cc1ccccc1S(=O)Cc1ccc(C(=O)NCCN2CCOCC2)o1 (configuration not stated),1,0,-5,-20,0,·,-2,-4

# Whole records, quoted from the list:
# Profile of `CCN(C[C@H]1N[C@@](Cc2ccccc2)(C(=O)OC)[C@H]2C(=O)N(C)C(=O)[C@@H]12)C(=O)Nc1ccc(F)cc1` → ERAP1 HTS inh = -5; Cneo AK release = 0; miR122 inh = -1; PGC1a acetyl inh = -2; PglD inh = 0; E-selectin induc = ·; RAD54 inh = -8; RAD52 anneal inh = -1
# Profile of `CCC(=O)Oc1ccc2c(C)cc(=O)oc2c1C(=O)CC` → ERAP1 HTS inh = -3; Cneo AK release = -3; miR122 inh = -8; PGC1a acetyl inh = 4; PglD inh = 0; E-selectin induc = 1.7; RAD54 inh = 15; RAD52 anneal inh = -15
# Profile of `Cc1cccc(S(=O)(=O)N2CCCCN3[C@@H](CO)[C@H](c4ccc(-c5ccccc5)cc4)[C@@H]3C2)c1` → ERAP1 HTS inh = -3; Cneo AK release = 0; miR122 inh = 11[16.7 µM]; PGC1a acetyl inh = -14; PglD inh = -1; E-selectin induc = ·; RAD54 inh = 2; RAD52 anneal inh = 68*

# (cont.)
SMILES,ERAP1 HTS inh,Cneo AK release,miR122 inh,PGC1a acetyl inh,PglD inh,E-selectin induc,RAD54 inh,RAD52 anneal inh
O=C1CC(c2ccco2)=Nc2ccccc2N1,·,6,-7,-1,1,·,-4,·
CCOC(=O)c1ccccc1NS(=O)(=O)c1ccc(OC)cc1,3,0,6,·,4,·,-6,-2
COc1ccc(-c2ccc3n(c2=O)C[C@H]2[C@H](CO)[C@@H](C(=O)Nc4ccccc4)[C@@H]3N2C)cc1,0,0,·,·,-2,0.9,1,17
CCC(CC)NC(=O)c1cc(S(=O)(=O)N2CCCCC2)ccc1N1CCOCC1,-1,0,14,-1,0,·,5,-14
CCCN1C2CCCC1CC(NC(=S)Nc1ccc(OC)cc1)C2 (configuration not stated),-4,-1,-23,·,-3,-0.5,-14,-17
O=C(c1ccc2nc[nH]c2c1)N1CCN(c2ncc(C(F)(F)F)cc2Cl)CC1,0,1,-1,6,-3,0.1,2,-9
C[C@@H]1CN([C@H](C)CO)C(=O)Cc2cc(NS(=O)(=O)c3cccs3)ccc2O[C@@H]1CN(C)Cc1ccc(Cl)c(Cl)c1,1,-1,3[16.7 µM],-1,0,-4.3,10,22
COC(=O)c1ccc(NC(=O)CNc2ccccc2)cc1,-2,·,·,5,·,2.9,·,-17
O=C(NCc1ccncc1)C1CCCN(S(=O)(=O)c2ccc(Br)cc2)C1 (configuration not stated),0,0,2,2,7,0.4,-6,-12
COc1cccc(NC(=O)N(C)C[C@@H]2Oc3ncc(C#Cc4ccc(F)cc4)cc3C(=O)N([C@H](C)CO)C[C@@H]2C)c1,-1,6,-2[16.7 µM],4,0,0.8,0,-22
O=C(C[C@H]1C[C@H]2c3cc(NC(=O)CC4CC4)ccc3O[C@H]2[C@@H](CO)O1)NCc1ccncc1,-4,10,-2[16.7 µM],-2,3,0.1,-7,-14
Cc1csc(SC(C)C(=O)Nc2ccccc2C)n1 (configuration not stated),2,-2,-4,-5,11,0.0,4,-5
Cc1noc(C)c1S(=O)(=O)N(C)C[C@H]1Oc2ccc(NC(=O)NC(C)C)cc2CC(=O)N([C@H](C)CO)C[C@H]1C,1,-1,4[16.7 µM],6,-2,0.3,-1,15
COC(=O)c1cccc(NC(=O)CC2C(=O)NCCN2C(=O)Nc2ccccc2)c1 (configuration not stated),-7,2,-8,3,-3,-0.2,-24,-8
COc1ccc(C(C)NC(=O)c2ccc(Br)cc2)cc1OC (configuration not stated),2,-2,-1,1,-4,·,-9,1
Cc1ccc2nc(-c3ccc(NC(=O)C(C)Sc4nncs4)cc3)sc2c1 (configuration not stated),0,6,-2,-20,4,·,-13,-20
CCNC(=O)C[C@H]1CC[C@@H](NC(=O)C2CC2)[C@H](CO)O1,-3,-3,10[16.7 µM],10,-1,0.9,4,-1
Cn1cnc(S(=O)(=O)N[C@@H]2CC[C@H](CC(=O)N3CCN(c4ccccc4)CC3)O[C@H]2CO)c1,-1,1,-8[16.7 µM],10,0,-0.1,-8,-8
CCc1sc(C(=O)NNC(=O)CNC(=O)c2ccccc2F)cc1C,1,0,-11,2,-7,·,-1,-14
C[C@@H]1CN([C@H](C)CO)S(=O)(=O)c2ccc(C#CC3(O)CCCC3)cc2O[C@H]1CN(C)C(=O)Cc1cccnc1,0,-4,4[16.7 µM],2,-5,0.4,-8,6
CC[C@H](C)C1NC(=O)[C@H](CC(=O)O)NC(=O)c2cc([N+](=O)[O-])cc(I)c2NCCC(C(N)=O)NC1=O (some centres not stated),6,3,-3,3,-2,0.0,-4,-9
CCc1c(C)nc(SCC(=O)NNC(=O)c2ccco2)[nH]c1=O,-4,2,-9,-5,0,-0.4,-6,-8
CCOCCCNC(=O)c1cc2c(=O)n(CC)c3ccccc3c2s1,-6,1,-1,·,-8,?,3,-15
N/C(Cc1ccc(Cl)cc1Cl)=N\OC(=O)c1ccccc1,0,·,-13,-1,·,0.2,·,-6
O=C(CCCn1c(=S)[nH]c2cc3c(cc2c1=O)OCO3)N1CCN(c2ncccn2)CC1,·,1,-3,4,1,·,1,·
COc1ccccc1C(=O)NC(=O)COC(=O)C1CC1C (configuration not stated),-1,0,·,·,2,0.0,-6,2
COCCNC(=O)C[C@H]1CC[C@H](NC(=O)NC2CCCCC2)[C@H](CO)O1,·,-2,·,-1,-1,0.7,7,-11
O=C(Nc1ccc(F)cc1)c1cccc(N2C(=O)C3C4C=CC(C5CC45)C3C2=O)c1 (configuration not stated),-1,-1,1,·,-1,0.0,0,-4
CCn1c(CNC(=O)c2ccccc2Cl)cc2ccccc21,1,1,·,·,2,·,-2,-14
O=S(=O)(NCCc1ccccc1F)c1cccc(S(=O)(=O)N2CCOCC2)c1,·,0,81,2,-4,·,7,·
CC(=O)c1cccc(NC(=O)CN2C(=O)C3C4C=CC(C4)C3C2=O)c1 (configuration not stated),·,2,8,1,1,·,-22,·
C[C@H]1CCCCO[C@@H](CN(C)Cc2ccc(C(F)(F)F)cc2)[C@@H](C)CN([C@@H](C)CO)C(=O)c2cc(NC(=O)CCC(F)(F)F)ccc2O1,-3,4,-4[16.7 µM],7,-1,0.3,1,-20
COc1ccccc1C/C(N)=N/OC(=O)COc1ccc(C)cc1C,0,-2,-2,-7,7,·,1,1
COc1cccc(C2C(C(=O)Nc3cccnc3)=C(C)Nc3nnnn32)c1OC (configuration not stated),·,2,-20,·,1,·,2,·
COc1ccccc1N1CCN(C2CCCN(C(=O)c3cc(C)oc3C)C2)CC1 (configuration not stated),0,-2,·,1,-1,·,-4,-2
CC1=C(O)C(=O)OC1c1c(Cl)cccc1Cl (configuration not stated),2,0,-8,12,-6,-0.4,2,-28
Cc1nc2scc(C)n2c(=O)c1S(=O)(=O)NCC1CCN(Cc2ccc(F)cc2)CC1,0,11,9,-6,-3,1.2,3,-21
CNC(C)C#Cc1ccc2c(=O)c3ccccc3oc2c1 (configuration not stated),5,-1,·,·,7,-0.3,-15,-68
COc1ccc(NC(=O)N(C)C[C@@H]2Oc3ccc(NC(=O)NC(C)C)cc3CC(=O)N([C@@H](C)CO)C[C@H]2C)cc1,3,-5,-1[16.7 µM],5,2,0.0,-4,2
O=C(O)c1ccc(C(=O)c2ccc3c(c2)C(=O)N(Cc2ccco2)C3=O)cc1,·,-2,-5,2,8,·,0,·
O=C(C[C@@H]1CC[C@H]2[C@@H](COC[C@H](O)CN2C(=O)Nc2ccc(Cl)c(Cl)c2)O1)NCc1ccccc1,-1,-8,-12[16.7 µM],2,2,0.0,6,11
COc1c(C(=O)NC(=S)Nc2nnn(C)n2)cc2ccccc2c1Br,1,0,-4,3,4,·,3,-24
COc1ccc(CN(Cc2ccc(OC)cc2)C(=O)c2cccs2)cc1,1,0,4,-2,9,-0.1,-1,-15
CCOc1cc(NC(=S)NC)c(OCC)cc1NC(=O)c1ccc(OC)cc1,0,9,-2,-13,7,·,2,-6
COc1ccc(NC2CC(=O)N(c3ccccc3)C2=O)cc1 (configuration not stated),·,-3,-2,-1,-5,·,-3,·
COc1ccc(C(C(=O)NC2CCCC2)N(C(=O)c2csnn2)C2CCCC2)cc1 (configuration not stated),-2,1,-6,-1,-1,-0.2,14,-2
CCC(=O)N(C)C[C@H]1Oc2cc(-c3ccccc3F)ccc2S(=O)(=O)N([C@H](C)CO)C[C@@H]1C,2,-1,19[16.7 µM],-13,2,0.5,-8,-10
CN1C(=O)C(C)(C)c2cc(S(=O)(=O)N3CCN(c4ccccc4)CC3)ccc21,4,3,6,1,-3,0.0,1,-10
C[C@@H]1CN([C@H](C)CO)C(=O)c2cccc(NS(=O)(=O)c3cn(C)cn3)c2O[C@H]1CN(C)C(=O)NC1CCCCC1,2,-1,0[16.7 µM],6,-2,·,3,-4
COC(=O)c1sccc1NC(=O)c1cc(-c2ccc(C)cc2C)nc2ccccc12,·,0,1,2,8,·,-3,·
Cc1ccccc1NC(=O)NCCc1nc2ccccc2[nH]1,·,4,-2,-8,2,·,-1,·

# Screening results deposited in PubChem BioAssay by Broad Institute.
